# hIAP activ: human IAP activators, primary screen, biochemical, luminescence, uHTS. Intestinal-type alkaline phosphatase (Homo sapiens), P09923. purified human IAP, CDP-Star luminescence, 30 min; active compounds read high; 1 = vehicle-only enzyme, 0 = enzyme-free background. activation factor at 10 µM. actives 0.16% (n = 330,000). AID 2524, 2010;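 active = activation factor of the enzyme at least 2-fold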; also: the source names both 10 and 20 µM as test concentration; values of inactives mirror those of a sister screen read the other way
# Target sequence (P09923 whole entry, looked up): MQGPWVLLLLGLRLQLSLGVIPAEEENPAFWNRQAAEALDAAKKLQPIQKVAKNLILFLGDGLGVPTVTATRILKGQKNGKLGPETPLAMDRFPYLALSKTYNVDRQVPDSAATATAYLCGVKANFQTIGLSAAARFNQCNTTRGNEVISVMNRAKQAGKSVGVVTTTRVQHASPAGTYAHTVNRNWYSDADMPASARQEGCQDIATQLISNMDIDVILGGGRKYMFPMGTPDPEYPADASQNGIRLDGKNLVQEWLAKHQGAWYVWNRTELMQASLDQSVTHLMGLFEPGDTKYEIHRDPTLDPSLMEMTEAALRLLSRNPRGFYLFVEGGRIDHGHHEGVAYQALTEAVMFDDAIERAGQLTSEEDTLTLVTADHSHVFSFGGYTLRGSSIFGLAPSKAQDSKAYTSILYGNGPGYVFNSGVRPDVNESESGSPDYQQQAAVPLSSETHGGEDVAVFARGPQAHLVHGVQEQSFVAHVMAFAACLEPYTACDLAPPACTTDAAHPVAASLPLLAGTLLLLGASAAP
# PfGluPho inh: PfG6PD enzyme inhibitors, primary screen, biochemical, fluorescence intensity, uHTS; PfGluPho enzyme, NADPH resazurin-diaphorase fluorescence; glucose-6-phosphate dehydrogenase-6-phosphogluconolactonase (Plasmodium falciparum 3D7); AID 504690, 2011; actives 0.78% (n = 350,000); inhibition, % at 20 µM;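 active = inhibition reaching at least a set limit at 20 µM in the primary screen, cut at about 59% in these data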;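 also: 0% = DMSO wells with substrate and 100% = DMSO wells lacking glucose-6-phosphate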
# SENP1 inh: human SENP1 catalytic domain inhibitors, primary screen, biochemical, FRET, uHTS. recombinant SENP1 catalytic domain, CyPet-SUMO1-YPet FRET cleavage. inhibition, % at 10 µM. actives 0.21% (n = 360,000);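 active = inhibition at least 30% at 10 µM, raw YFP signal under a set limit, fluorescence ratio 0.5 to 1.5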;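 also: 0% = enzyme with DMSO and 100% = no enzyme wells; some results filed as inactive read as strong as hits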
# Target sequence (Q9P0U3 419-644 limits assumed): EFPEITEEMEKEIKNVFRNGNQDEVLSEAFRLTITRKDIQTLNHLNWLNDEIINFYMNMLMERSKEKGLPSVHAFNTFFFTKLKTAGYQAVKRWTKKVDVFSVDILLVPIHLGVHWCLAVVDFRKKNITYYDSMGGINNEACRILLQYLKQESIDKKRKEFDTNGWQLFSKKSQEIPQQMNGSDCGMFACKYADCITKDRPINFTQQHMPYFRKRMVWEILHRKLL
#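 Material – human SENP1 catalytic domain · Input – SENP1 enzyme, 20 pM final · Compound dosing – single concentration of 10 µM compound, 0.5% DMSO final · Timing – enzyme reaction for 50 min at room temperature, dark · Measured by – FRET fluorescence in CFP and YFP emission channels · Control set – no-enzyme wells low, DMSO-plus-enzyme wells high control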
# GRIN3A LBD mod: binders of NR3A ligand-binding domain, primary screen, biophysical, differential scanning fluorimetry, uHTS. NR3A LBD differential scanning fluorimetry, Tm shift; 0% = protein alone, 100% = glycine-bound protein. actives 2.5% (n = 340,000). Tm shift relative to glycine control, % at 25 µM. Glutamate receptor ionotropic, NMDA 3A (GRIN3A) ligand-binding domain;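 active = melting temperature shift of at least 10% of the positive control shift, at one fixed dose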
# SENP6 inh: SENP6 protease inhibitors, primary screen, biochemical, luminescence, uHTS. inhibition, % at 10 µM. Sentrin-specific protease 6 (Homo sapiens), Q9GZR1. Recombinant SENP6 catalytic domain, aminoluciferin luminescence. AID 2599, 2010. actives 1.8% (n = 330,000);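 active = inhibition above about 50% at the single tested dose, limit read from the data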;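 also: plate controls were DMSO wells with enzyme for no effect and DMSO wells lacking enzyme for full effect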
# ATG4B inhibitor: ATG4B protease inhibitors, primary screen, biochemical, fluorescence, uHTS. actives 0.51% (n = 340,000). AID 504462, 2011. ATG4B cleavage of LC3-PLA2, NBD-HPC fluorescence, 1 h. inhibition, % at 8.33 µM. Cysteine protease ATG4B (Homo sapiens), Q9Y4P1; in the data active = inhibition above about 40%
# SENP8 inh: human SENP8 protease inhibitors, primary screen, biochemical, fluorescence, Nedd8 protein substrate, uHTS | Sentrin-specific protease 8 (Homo sapiens), Q96LD8 | recombinant SENP8 | inhibition, % at 20 µM | actives 0.64% (n = 360,000) | AID 602440, 2012; in the data active = inhibition mostly above about 40%, no sharp cut-off; inactive = mostly below about 27%
# Target sequence (Q96LD8 whole entry, looked up): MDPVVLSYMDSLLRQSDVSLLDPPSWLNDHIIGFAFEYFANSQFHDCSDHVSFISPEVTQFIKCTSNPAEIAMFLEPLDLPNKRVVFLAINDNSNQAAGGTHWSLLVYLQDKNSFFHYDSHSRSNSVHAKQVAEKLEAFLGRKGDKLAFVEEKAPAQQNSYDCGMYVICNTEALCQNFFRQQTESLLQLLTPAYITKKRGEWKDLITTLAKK
# MPTP inh: mitochondrial permeability transition pore inhibitors, primary screen, biochemical, isolated mouse mitochondria, absorbance. Ca2+ swelling absorbance, 30 min. inhibition, % at 10 µM. actives 1.4% (n = 360,000);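 active = inhibition of 50% or more, scaled per plate between neutral and stimulator controls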;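 also: 0% = DMSO wells given calcium and 100% = 1 mM EGTA wells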
# Numbers without * were called inactive; i = inactive; / = not tested or not shown.
Structure,hIAP activ,PfGluPho inh,SENP1 inh,GRIN3A LBD mod,SENP6 inh,ATG4B inhibitor,SENP8 inh,MPTP inh
CN1CCN(C(=O)c2ccc(CNS(=O)(=O)c3ccc(F)c(Cl)c3)cc2)CC1,1.2,-9,1,1,6,4,1,5.3
Cc1ccc(S(=O)(=O)Nc2ccccc2N=Cc2ccc([N+](=O)[O-])cc2[N+](=O)[O-])cc1,/,84*,3,-4,/,10,29,-1.0
CC(=O)c1cc2c(cc1NC(=O)CCn1cccc1)OCO2,0.84,2,1,-1,-9,-4,i,-1.0
CC(=O)Nc1ccc(NC(=O)CSc2nnc3ccc(-c4ccccn4)nn23)cc1,0.98,-9,2,1,-4,-5,6,0.4
O=C(OCC(=O)N1CCOCC1)c1ccccc1Br,1,0,4,-1,-3,-15,4,0.8
CCN(CC(=O)Nc1ccc(NC(C)=O)cc1)C(=O)c1ccccc1CCc1ccccc1,1.1,-12,1,-6,-19,8,6,-1.1
Cc1ccc(C)c(NC(=O)CN(C)C(=O)Cc2coc3cc(C)c(C)cc23)c1,1.1,13,2,/,-17,-6,11,-0.3
COc1ccc(Cl)cc1NC(=O)CN1C(=O)CSC1=O,0.99,6,2,0,4,1,-28,-1.8
Cc1ccc(-c2nn(C)c(=O)c3ccccc23)cc1CNC(=O)c1ccccc1,1,47,0,2,-3,-2,8,14
O=C(NCC1COc2ccccc2O1)c1c[nH]c2ccc(S(=O)(=O)N3CCOCC3)cc2c1=O (stereo not drawn),/,-4,1,-2,/,-15,-163,-1.7
NC(=O)C1CCN(C(=O)COc2ccc3ccccc3c2)CC1,0.99,-8,-1,4,2,-13,27,-0.7
CC(/C=N/NC(=O)c1cc(-c2cccn2C)n[nH]1)=C\c1ccccc1,1.8,16,-4,3,-24,27,1,1.6
O=C(CN1C(=O)NC2(CCCC2)C1=O)OCc1ccc(Br)cc1,1,-2,-1,1,-3,-8,4,0.8
COc1cc(/C=N/Nc2cccc(C)c2)ccc1OC(=O)c1ccco1,0.95,2,-3,-4,-14,7,-27,-6.1
COc1ccc(C(=O)C2CCCN(Cc3cccc4c3OCO4)C2)cc1OC (stereo not drawn),1.5,-3,0,-1,-6,-12,12,1.6
O=C(CCCCCNC(=O)N1CCn2c1nc1ccccc12)NCc1ccccc1,1.2,-15,-1,4,-14,9,11,-1.6
CCCCCCOC(=O)C1=C(C)NC(=O)NC1c1ccc2c(c1)OCO2 (stereo not drawn),1.2,20,1,0,-6,-1,14,-0.3
COc1ccc(C(=O)CSc2nc(C)cc(=O)[nH]2)cc1C,0.91,-33,1,0,14,0,6,1.6
O=C1CCC(c2ccc3c(c2)CCC3)=NN1,0.99,6,0,-1,-7,7,12,-0.4
O=C1Nc2ccc(S(=O)(=O)NCC3CCCO3)c3cccc1c23 (stereo not drawn),1.2,-1,-70,-1,-6,-5,-423,-0.1
Cc1nc(Nc2c(Cl)cccc2Cl)sc1C(=O)Nc1ccccc1,1.2,11,0,-2,0,-12,17,1.0
NC(=Nc1ccccc1)Nc1ccccc1,0.91,10,2,2,-6,-5,14,-1.0
O=C(CCCN1C(=O)/C(=C/c2ccccc2Cl)SC1=S)NNC(=O)c1ccncc1,1.4,-8,1,1,32,-1,4,4.7
CCOC(=O)Nc1ccc2c(c1)N(C(=O)CN(C)C)c1ccccc1S2,/,-19,0,/,/,/,18,-0.3
NC(=O)C1=C[C@H](c2coc3ccccc3c2=O)C[C@H](OCCCCO)O1,0.97,-3,2,-4,-7,-3,3,0.0
O=C(Nc1ncc(Br)s1)C1CCCN1S(=O)(=O)c1cccc2cccnc12 (stereo not drawn),0.91,3,-7,0,-4,-3,4,3.5
O=C(COC(=O)c1cccc(Cl)c1)Nc1cc(S(=O)(=O)N2CCOCC2)ccc1N1CCOCC1,/,-3,0,1,/,-12,3,-0.2
NNC(=O)c1ccc([N+](=O)[O-])c(CS(=O)(=O)c2ccc(Cl)cc2)c1,0.94,6,2,-1,-1,17,36,2.2
COc1ccc(OC)c(NC(=O)c2cn(C)c(=O)c3cc(OC)c(OC)cc23)c1,1,-6,0,0,2,-9,11,-0.8
COc1ccc(N(C(=O)c2cccnc2)S(=O)(=O)c2cccs2)cc1,1,17,3,1,4,0,9,1.8
Cn1nc(-c2ccccc2)c(C#N)c1Sc1cccc(Cl)c1,0.87,-1,1,-1,-6,-7,9,0.4
O[C@H]1CN(CC2CCCCC2)[C@@H](c2ccc(Cl)cc2)C[C@@H]1n1cc(C2CC2)nn1,/,32,-3,/,/,/,-2,1.0
Cc1ccc(NC(=O)N2CCCC2C(=O)NCC2CCCO2)cc1 (stereo not drawn),1.1,-10,-1,-1,8,-4,4,-0.1
C#CCN(CC=C)C(=O)c1ccc(OC2CCN(S(=O)(=O)N(C)C)CC2)cc1,1.1,1,1,-1,-5,13,7,-0.3
COc1ccc(CNc2oc(-c3cccc4ccccc34)nc2C#N)cc1,1,16,-22,9,-6,-3,-281,4.2
COc1ccc(NC(=O)C2CCN(S(C)(=O)=O)CC2)cc1Cl,1.1,-4,1,-1,-1,-14,10,-1.7
Oc1ccc(C=NNC(=S)Nc2cccnc2)nc1,/,53,-3,11*,/,-10,-438,-1.6
O=C(Nc1ccc(NS(=O)(=O)c2ccccc2)cc1)c1ccccc1,0.84,22,1,-6,7,-5,11,4.0
COCCNC(=S)N1CCC2CC1c1c(Cl)cccc12 (stereo not drawn),/,8,-1,/,/,/,0,-2.3
CCOC(=O)c1cc2n(n1)C(C(F)(F)F)CC(C)N2 (stereo not drawn),1.1,3,-1,-1,10,5,16,-0.5

# Some of these compounds in order of the hIAP activ value, ascending:
mol,hIAP activ,PfGluPho inh,SENP1 inh,GRIN3A LBD mod,SENP6 inh,ATG4B inhibitor,MPTP inh
O=C(Nc1ccc(NS(=O)(=O)c2ccccc2)cc1)c1ccccc1,0.84,22,1,-6,7,-5,4.0
COc1ccc(OC)c(NC(=O)c2cn(C)c(=O)c3cc(OC)c(OC)cc23)c1,1,-6,0,0,2,-9,-0.8
Cc1ccc(NC(=O)N2CCCC2C(=O)NCC2CCCO2)cc1 (stereo not drawn),1.1,-10,-1,-1,8,-4,-0.1

# Marked active in GRIN3A LBD mod (from the list above):
mol	hIAP activ	PfGluPho inh	SENP1 inh	GRIN3A LBD mod	SENP6 inh	ATG4B inhibitor	MPTP inh
Oc1ccc(C=NNC(=S)Nc2cccnc2)nc1	/	53	-3	11*	/	-10	-1.6

# Next compounds
Structure,hIAP activ,PfGluPho inh,SENP1 inh,GRIN3A LBD mod,SENP6 inh,ATG4B inhibitor,SENP8 inh,MPTP inh
Cn1c(COc2ccccc2)nnc1SCCC(=O)Nc1ccccc1,0.98,-3,4,-11,-9,-3,16,-0.5
CC1(C)Cc2nc3sc4c(=O)[nH]cnc4c3cc2CS1,1.2,-1,-2,-6,0,1,-122,5.0
O=C(Nc1ccccc1C(=O)N1CCOCC1)C1CCCO1 (stereo not drawn),0.84,4,3,1,-2,-5,16,-0.5
Cc1ccc(NC(=O)c2cc3ccccc3oc2=O)cc1S(=O)(=O)N(C)C,1,3,0,0,36,-4,9,1.5
Cc1nc2ccc(NC(=O)N3CCCCC3)cc2nc1C,0.95,-3,11,0,-5,3,-385,-0.1
NS(=O)(=O)c1cccc(NC(=O)c2ccno2)c1,0.82,-4,1,-2,1,-4,22,-1.1
COc1ccc(C2=CC(=O)C[C@H](c3ccc(F)cc3)C2)c(OC)c1,0.76,21,1,-3,2,7,-102,0.6
COc1ccc(CNC(=O)C(c2ccncc2)N(C(=O)Cc2cccs2)c2ccc(C)cc2)cc1 (stereo not drawn),1,3,1,-1,12,-30,5,1.0
O=C(CSc1ccccc1)N1CCN(C(=O)c2ccco2)CC1,0.93,-13,0,3,-47,1,9,-0.7
O=C(NCC1CCCO1)c1ccccc1NC(=O)c1cccc2ccccc12 (stereo not drawn),1.2,-10,2,-1,0,-4,8,1.2
O=C(OCn1nnc2ccccc2c1=O)c1ccc(N2CCOCC2)c([N+](=O)[O-])c1,1,-7,2,1,-18,2,18,0.0
Cc1ccc(OCc2cc(C(=O)N3CCC(c4ccccc4Cl)C3)no2)cc1C (stereo not drawn),1.2,9,1,-1,-4,9,16,1.5
CC(C)(C)SCCNC(=O)CSc1ccccc1,0.89,6,1,1,8,-9,4,0.0
CC[C@@]12C(=O)N(c3cccc(Br)c3)C(=O)N1[C@H](c1ccc(F)cc1)[C@@H]1C(=O)N(C3CCCCC3)C(=O)[C@@H]12,1.1,12,2,-3,3,-14,8,0.0
COC(=O)[C@@H]1CC(O)CN1C(=O)C12CC3CC(CC(C3)C1)C2 (stereo partly drawn),/,10,1,0,/,-3,10,0.6
CCOC(=O)N1CCC2(O)CCCCC2C1c1ccc(F)cc1 (stereo not drawn),1.1,-6,-1,-3,-2,-4,19,-5.8
O=C(C1=C[C@@H](C2CC2)C[C@@H](OCc2ccc(CO)cc2)O1)N1CCN(Cc2ccccc2)CC1,1.1,3,-2,-1,-26,1,8,-0.3
COc1ccc(-c2nnc3ccc(SC)nn23)cc1,0.91,16,3,-1,-16,-11,-108,-0.2
CN(Cc1ccccc1)C(=O)c1ccc(NC(=O)Cc2cccc(NC(=O)C3CCN(C(=O)C4CC4)CC3)c2)cc1,1.3,-7,1,-7,7,-10,10,-1.8
COc1ccc(NC(=O)Nc2nccs2)cc1,0.98,5,1,-6,74*,-12,4,-1.7
CN(C)c1ccc(N2C(=O)CC(Sc3ccccc3C(=O)O)C2=O)cc1 (stereo not drawn),1.2,-16,1,-4,-21,-1,19,1.1
Cc1cc(NC(=O)C2CCN(S(=O)(=O)c3c(C)noc3C)CC2)ccc1Br,1.3,-12,3,-1,-15,-5,12,1.8
N#CCc1nn2c(-c3ccccc3)ccnc2c1C#N,0.96,-3,-23,-1,0,2,-321,-1.8
Cc1[nH]c2ccccc2c1SCC(=O)N1CCCCCC1,0.93,5,1,-1,0,-5,14,0.9
CN(C)c1nc(N(C)C)nc(N2CCCCC2)n1,1.1,-13,0,2,2,-4,7,1.0
Cc1ccc(Nc2c(-c3ccccc3)nc3cnccn23)cc1,1.1,3,-65,-2,-20,9,-403,2.7
Cc1sc(NC(=O)c2ccc3ncsc3c2)c(C(N)=O)c1C,1,17,-44,28*,71*,-2,-184,-1.3
CN(C)S(=O)(=O)c1ccc(NC(=O)CN2CCN(C(c3ccccc3)c3ccccc3)CC2)cc1,1,-7,-2,-6,-16,-2,17,3.3
COc1ccc(C2=NS(=O)(=O)N(C)C(C(=O)N(C)Cc3ccccc3)=C2)cc1,0.97,-5,2,0,-12,-3,-403,-0.9
CCOC(=O)c1sc2nc(Cc3ccc(Cl)cc3)[nH]c(=S)c2c1C,1.1,3,1,-18,2,4,-10,0.1
O=C(NC1CC1)c1ccc(COc2ccc(F)cc2)o1,0.97,-6,-1,0,-14,-6,6,6.3
Cc1ccc(C(C)C)c(OCc2nnc(SCC(=O)Nc3ncc(C)s3)n2C)c1,1.1,-6,3,-2,7,-3,8,1.5
O=C(NC(Cc1ccccc1)C(=O)O)/C(=C\c1ccc(Cl)cc1)NC(=O)c1ccco1 (stereo not drawn),1.2,4,-70,0,-10,6,-23,-0.3

# Compound activity: PubChem BioAssay, Sanford-Burnham Center for Chemical Genomics
